CHT inh: inhibits the human high affinity choline transporter; Q9GZV3; CHT-expressing cells, membrane potential dye, choline response; stronger effect = lower value; B-score at 10 µM; 310,000 tested, 0.86% active; AID 488975;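 active means B-score over 3 SD under the library average, and starting fluorescence ratio not unusually high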;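 further: choline stimulus applied at its EC90 after an EC20 pre-addition; B-score computed on integrated fluorescence ratio after choline addition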
Target sequence (Q9GZV3 whole entry, looked up): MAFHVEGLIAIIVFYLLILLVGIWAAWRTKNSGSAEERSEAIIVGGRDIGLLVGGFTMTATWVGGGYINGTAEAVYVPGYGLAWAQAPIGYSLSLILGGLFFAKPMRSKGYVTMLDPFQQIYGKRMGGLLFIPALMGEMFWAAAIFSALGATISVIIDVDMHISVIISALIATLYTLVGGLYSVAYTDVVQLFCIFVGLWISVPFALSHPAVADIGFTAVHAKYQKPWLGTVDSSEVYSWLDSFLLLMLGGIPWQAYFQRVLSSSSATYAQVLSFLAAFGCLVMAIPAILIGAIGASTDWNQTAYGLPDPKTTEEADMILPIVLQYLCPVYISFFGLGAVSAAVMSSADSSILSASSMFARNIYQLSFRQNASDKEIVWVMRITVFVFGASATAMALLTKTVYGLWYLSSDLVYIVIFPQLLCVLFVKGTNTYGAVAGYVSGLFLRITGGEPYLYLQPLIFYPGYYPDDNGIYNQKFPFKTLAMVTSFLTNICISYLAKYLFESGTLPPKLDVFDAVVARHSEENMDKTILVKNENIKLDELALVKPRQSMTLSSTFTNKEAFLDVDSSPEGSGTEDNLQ
CHT allo act: allosterically activates the human high affinity choline transporter; Q9GZV3; CHT-expressing cells, membrane potential dye, choline EC20; stronger effect = higher value; LV-AA mutant CHT in HEK293 cells; B-score at 10 µM; 310,000 tested, 0.49% active; AID 488977;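 active means initial fluorescence not abnormally high and integrated response B-score, plate-corrected, over 3 SD above library mean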
An asterisk follows results filed as active; i = inactive.

mol,CHT inh,CHT allo act
Cc1ccsc1/C=N/NC(=O)c1cccnc1,i,i
CCOc1cc(NC(=O)CCl)c(OCC)cc1NC(C)=O,i,i
Cn1nccc1C(=O)N1CCCC(N2CCN(Cc3ccc4c(c3)OCO4)CC2)C1 (stereo not given),i,i
CC1Cc2ccccc2N1Cc1ccc([N+](=O)[O-])cc1 (stereo not given),i,i
Cc1ncoc1C(=O)N1CCCC(C(=O)c2cccc3ccccc23)C1 (stereo not given),i,i
CCN(CC)S(=O)(=O)c1ccc(C(=O)OCCNC(=O)c2cccnc2)cc1,i,i
CCOc1cc(N2CCOCC2)c(OCC)cc1NC(=O)c1ccco1,i,i
O=C(CCCOc1ccc(Cl)cc1Cl)N/N=C/c1ccco1,i,i
O=C(Nc1nc(-c2cccs2)c(-c2cccs2)s1)C1(c2ccccc2)CC1,i,i
Cc1cc(=O)oc2cc(OCCC[n+]3ccccc3)ccc12,i,8.6*
Cc1c(C(=O)Nc2nccs2)oc2c(Cl)cccc12,i,i
OCC1(C2=NOC(O)(C(F)(F)F)C2)CCCCC1 (stereo not given),i,i
COc1cccc(CNC(C)(C)CO)c1OCc1ccc(Cl)cc1,i,i
Cc1cc(C)cc(NC(=O)C2CCN(c3cnccn3)CC2)c1,i,i
C/C=C/COC(=O)c1[nH]c2c(c1C)C(=O)CC(c1ccc(N(C)C)cc1)C2 (stereo not given),i,i

The closing 7 entries of the part before come first, to join the parts:
mol,CHT inh,CHT allo act
O=C(Nc1nc(-c2cccs2)c(-c2cccs2)s1)C1(c2ccccc2)CC1,i,i
Cc1cc(=O)oc2cc(OCCC[n+]3ccccc3)ccc12,i,8.6*
Cc1c(C(=O)Nc2nccs2)oc2c(Cl)cccc12,i,i
OCC1(C2=NOC(O)(C(F)(F)F)C2)CCCCC1 (stereo not given),i,i
COc1cccc(CNC(C)(C)CO)c1OCc1ccc(Cl)cc1,i,i
Cc1cc(C)cc(NC(=O)C2CCN(c3cnccn3)CC2)c1,i,i
C/C=C/COC(=O)c1[nH]c2c(c1C)C(=O)CC(c1ccc(N(C)C)cc1)C2 (stereo not given),i,i
CC(C)n1nc(C(=O)N2CCN(S(=O)(=O)c3cccs3)CC2)c2ccccc2c1=O,i,i
Oc1ccc(NC(=S)Nc2ccccc2)cc1,i,i
CCOc1ccc(Br)cc1S(=O)(=O)N1CC(C)OC(C)C1 (stereo not given),i,i
Cc1ccc(NC(=O)c2ccc(OC(=O)c3ccco3)cc2)cc1,i,i
CNC(=S)N1CCN=C1Nc1nc(C)cc(C)n1,i,i
Cc1ccc(S(=O)(=O)Nc2ccc(O)c3cccnc23)cc1,i,i
O=C(CCCCCn1c(SCc2ccncc2)nc2ccccc2c1=O)NCc1ccco1,i,i
Cc1cccc(CC(=O)NC2CCCCCC2)c1,i,i
Cc1ccc(S(=O)(=O)N(CC(=O)Nc2cccnc2)c2cccc([N+](=O)[O-])c2)cc1,i,i
Cc1cccc(/C=N/Nc2cc(N3CCOCC3)nc(N3CCOCC3)n2)c1,i,i
O=C(OCc1cc(=O)n2c(n1)sc1ccccc12)c1ccc(O)cc1O,i,i
CC(=O)c1nc2ccccc2n1S(=O)(=O)c1ccc(C)cc1,i,i
CC1CCN(C(=O)Cn2c(=O)n(CCCC(=O)NCc3ccco3)c(=O)c3sccc32)CC1,i,i
CCN(CC)NC(=O)Nc1ccccc1,i,i
COc1cccc(/C=N/NC(=O)CNC(=O)c2ccco2)c1O,i,i

The listing continues:
mol,CHT inh,CHT allo act
CCNc1nc(NC(C)C)nc(Oc2ccc(/C=N/O)cc2)n1,i,i
CCOc1ccc(OCCOc2ncnc3ccccc23)cc1,i,i
Cc1noc(C)c1COC(=O)c1ccccc1Sc1ccccc1C#N,-6.1*,i
COc1ccccc1S(=O)(=O)Cc1ccc(C(=O)NCCCN2CCN(c3ccc(F)cc3)CC2)o1,i,i
O=C(CCl)Nc1cc(S(=O)(=O)N2CCCCCC2)ccc1Cl,i,i
CC(C)CN1CCNC(=O)C1CC(=O)NCCc1cnn(-c2ccccc2)c1 (stereo not given),i,i
O=C(C[n+]1ccc(-c2cc(C(=O)Nc3cccc(C(F)(F)F)c3)c3ccccc3n2)cc1)c1cccc([N+](=O)[O-])c1,i,i
Cc1ccccc1CS(=O)(=O)CCC(=O)NCc1ccc(F)cc1Cl,i,i
N#Cc1ccc(Oc2ccc(/C=N/O)cn2)cc1,i,i
O=[N+]([O-])c1cccc(S(=O)(=O)c2cccc([N+](=O)[O-])c2)c1,i,i
Cc1cccc(C(=O)Nc2nnc(C3=COCCO3)o2)c1,i,i
N/C(=N\OC(=O)c1ccc([N+](=O)[O-])cc1)c1ccc(Br)cc1,i,i
O=C(Nc1ccnc(-c2cccnc2)n1)c1ccc(Cl)c(Cl)c1,i,i
Brc1ccc(C2=Nn3cnnc3SC2)cc1,i,i
COC(=O)[C@]1(CC(C)C)N[C@H](c2ccc(-c3cccc(Cl)c3)cc2)[C@@H]2C(=O)N(C)C(=O)[C@@H]21,i,i

(list continues)
mol,CHT inh,CHT allo act
COc1c(S(=O)(=O)NCCCN2CCOCC2)ccc(Cl)c1Cl,i,i
CN(C)CCNc1nc2sc3c(c2c(=O)n1-c1ccccc1)CCCCC3,i,i
O=C(NCc1ccccc1Cl)c1cccc(NC(=O)c2ccccc2)c1,i,i
CN(Cc1cn(C)nc1-c1cccc(Cl)c1)Cc1nccn1C,i,i
CCN1/C(=C2/SC(=S)N(C)C2=O)C=Cc2cc(C)ccc21,i,i
Cc1csc(=O)n1CCC(=O)OCC(=O)c1c(N)n(C)c(=O)n(C)c1=O,i,i
O=C(COc1cccc(Cl)c1)Nc1ccc2c(c1)CCC2,i,i
O=c1[nH]c2ccc(S(=O)(=O)Nc3ccc(Cl)cc3)cc2[nH]1,i,i
CCCN(CC1CC1)C(=O)COc1ccccc1C(=O)NCc1ccccc1,i,i
O=C1COCCOCCOCCOCC(=O)NCCN1,i,i
Cc1cc(NC(=O)Cc2ccccc2)nc2c1c(=O)oc1ccccc12,i,i
CC(C)=CCC(C)(C)CNC(=O)NC1CCCCC1,i,i
Cc1ccc(CC2C(=O)N(CC(=O)O)C(=O)C2C)cc1 (stereo not given),i,i
Cn1nnnc1SCC(=O)Nc1ccc(Br)cc1Cl,i,i
O=S(=O)(c1cccc2nsnc12)N1CCN(c2ncccn2)CC1,i,i

Additional structures.
mol,CHT inh,CHT allo act
CN(C)S(=O)(=O)c1ccc(S(=O)(=O)N2CCCC(C(=O)NC3CCCC3)C2)cc1 (stereo not given),i,i
Cc1ccc(S(=O)(=O)N2CCC3(CC2)OCCO3)c(C)c1,i,i
Cc1ccc(S(=O)(=O)NC(C(=O)OCC(=O)NC2CCS(=O)(=O)C2)C(C)C)cc1 (stereo not given),i,i
CCOc1cc(C(N)=O)cc(OCC)c1OCC,i,i
COc1ccccc1OCC(=O)Nc1oc(-c2ccccc2)c(-c2ccccc2)c1C#N,i,i
Cc1cc(NC(=O)COc2ccccc2)ccc1Cl,i,i
CCOC(=O)Cn1nc(NC(=O)c2ccc3c(c2)OCO3)cc1C,i,i
CCN(CC)c1ccc2c(c1)CCCN2,i,i
COCCNC(=O)c1cccc(NC(=O)C2=C(C)OCCS2)c1,i,i
CCOC(=O)NCCc1c(C)nc2c(c(C)nn2C(C)(C)C)c1C,i,i
C/[N+]([O-])=C/c1c(OCc2ccccc2)ccc2ccccc12,i,i
CN(C)S(=O)(=O)c1cccc(NC(=O)COC(=O)CCc2nc3ccccc3s2)c1,i,i
CCOc1ccc(OCC)c(NC(=O)C2CCN(c3nn4c(=O)cc(C)nc4s3)CC2)c1,i,i
S=c1[nH]nc(CCc2ccccc2)n1Cc1ccccc1,i,i
CCCc1cnc(NCCNCC(O)COc2ccc(Cl)c(Cl)c2)nc1 (stereo not given),i,i

New compounds follow:
mol,CHT inh,CHT allo act
O=C(N/N=C/c1ccco1)c1cc(-c2cccc3ccccc23)n[nH]1,i,i
O=C(CNC(=O)c1ccccc1Br)N/N=C/c1cccs1,i,i
CCN(CC)S(=O)(=O)c1cccc(C(=O)NN2Cc3ccccc3C2=N)c1,i,i
O=C(Cn1cccc1)N1CCc2ccccc21,i,i
CC1CCCCC1NC(=O)c1nnc(Cc2ccc(Cl)cc2)o1 (stereo not given),i,i
Cc1ccc(NC(=O)CSCCc2ccccn2)nc1,i,i
CC(=O)c1ccc(Nc2nc3ccccc3nc2NS(=O)(=O)c2cccs2)cc1,i,i
O=C(NCCCN1CCOCC1)c1ccc2c(=O)n(Cc3cccc(Br)c3)c(=S)[nH]c2c1,i,i
O=S(=O)(NCC(c1ccco1)N1CCOCC1)c1ccc(Cl)cc1 (stereo not given),i,i
CCOC(=O)CN(C(=O)Cn1nnc(-c2ccc(C)cc2)n1)C(CC)C(=O)NC1CCCC1 (stereo not given),i,i
O=C(c1cccc(F)c1)N1CCN(C(=O)c2cc3ncc(Br)cn3n2)CC1,i,i
COCc1nnc(NC(=O)CC(C)c2ccccc2)s1 (stereo not given),i,i
N#C/C(=C\c1ccc[nH]1)Sc1nc2ccccc2s1,i,i
COc1ccc(-n2nc(C(=O)NCC(=O)N3CCN(c4ccccc4)CC3)c3ccccc3c2=O)cc1OC,i,i
COc1ccc(C(=O)N/C(=C\c2ccco2)C(=O)NCc2ccco2)cc1,i,i

Remaining list, next part:
mol,CHT inh,CHT allo act
COc1ccccc1NC(=O)CSCc1cc(=O)n2ccsc2n1,i,i
Cc1ccc(NC(=O)CN(C)C(=O)Cc2c(Cl)cccc2Cl)cc1,i,i
CCOC(=O)C1CCN(C(=O)c2ccccc2Oc2ccccc2)CC1,i,i
CCC1=NN2C(=N)/C(=C\c3ccc(OCCOc4ccc(NC(C)=O)cc4)cc3)C(=O)N=C2S1,i,i
Cc1ccc(-n2c(C)cc(C(=O)NS(=O)(=O)c3ccc(C)cc3)c2C)cc1,i,i
CCOC(=O)Cc1nnc(NC(=O)CSc2nncn2C)s1,i,i
CCOC(=O)NC1(C(F)(F)F)NC(=O)N(c2ccc(F)cc2)C1=O (stereo not given),i,i
CCC1(COC(NC(=O)c2cccnc2)(C(F)(F)F)C(F)(F)F)COC1,i,i
Cc1cc(NC(=O)CCC(=O)N(c2ccccc2)C(C(=O)NC(C)(C)C)c2ccccc2Cl)no1 (stereo not given),i,i
COCC(=O)Nc1cc([N+](=O)[O-])ccc1OC,i,i
O=C(c1cccs1)N1CCN(c2nc3ccc([N+](=O)[O-])cc3s2)CC1,i,i
Cc1sc2nc(-c3ccncc3)[nH]c(=O)c2c1-c1ccccc1,i,i
COc1ccc(S(=O)(=O)N2CCN(CC(O)COc3ccc(C#N)cc3)CC2)cc1OC (stereo not given),i,i
CCOC(=O)C1=C(CSc2nc3c(cc2C#N)CN(C)CC3)OC(N)=C(C#N)C1c1ccncc1 (stereo not given),i,i
C=CCC(C(=O)OC)(C(=O)OC)c1ccc([N+](=O)[O-])cc1[N+](=O)[O-],i,i

Shown with each value named: entries from further up.
CCCN(CC1CC1)C(=O)COc1ccccc1C(=O)NCc1ccccc1
  CHT inh: i | CHT allo act: i

O=C1COCCOCCOCCOCC(=O)NCCN1
  CHT inh: i | CHT allo act: i

Cc1cc(NC(=O)Cc2ccccc2)nc2c1c(=O)oc1ccccc12
  CHT inh: i | CHT allo act: i

Continued.
mol,CHT inh,CHT allo act
O=C(COC(=O)c1sc2cc(Cl)ccc2c1Cl)Nc1ncc(Cl)cc1Cl,i,i
Clc1ccc(C2CC(c3ccccc3)Nc3ncnn32)cc1 (stereo not given),i,i
O=C(NCC1COc2ccccc2O1)C1(c2ccccc2)CCCC1 (stereo not given),i,i
O=C(CSc1ccc2c(c1)OCCO2)NC(=O)Cc1ccccc1,i,i
CCc1cc(C(=O)c2ccc(OC)cc2)c(NC(=O)COCC(=O)O)s1,i,i
CC(Oc1ccc2ccccc2c1)C(=O)NNC(=S)NC(=O)c1ccco1 (stereo not given),-5.2*,i
CC(C)=CC(=O)N1CCC(N2CCC(C(=O)NCC3CCCO3)CC2)CC1 (stereo not given),i,i
COc1cc(C(=O)N/N=C(\C)c2ccccn2)cc(OC)c1OC,i,i
O=C(NC1CC1)C1CCN(Cc2cnn(-c3ccccc3)c2-n2cccc2)CC1,i,i
CCOC(=O)c1[nH]c2c(c1-c1ccccc1)C(=O)CC(c1ccc(Cl)cc1)C2 (stereo not given),i,i
CC(C)CC(=O)Nc1ccc(-c2nnn(CC(=O)NCc3ccco3)n2)cc1,i,i
CCCCCC(=O)Nc1ccc2oc(-c3ccncc3)nc2c1,i,i
COc1cc(-c2nnc(SCc3cccnc3)n2C)cc(OC)c1O,i,i
CC(/C=C/c1ccc(C)o1)=C\C(=O)O,i,i
COc1ccccc1-n1ccnc(SCC(=O)NC2CCCCC2)c1=O,i,i

(continued)
mol,CHT inh,CHT allo act
Cc1ccccc1CN(C)CCc1ccccn1,i,i
COc1ccc(N(Cc2cc3cccc(C)c3[nH]c2=O)S(=O)(=O)c2ccc(Cl)cc2)cc1,i,i
C[C@H]1[C@H](NC(=O)C(=NOC(C)(C)C(=O)O)c2csc(N)n2)C(=O)N1S(=O)(=O)O,i,i
CCN(CC)S(=O)(=O)c1cccc(-c2nnc(SCC(=O)NCCC3=CCCCC3)n2N)c1,i,i
C/C(=N\NC(N)=S)C1(C)CC2(CC(C)(C)OC2=O)C(=O)O1 (stereo not given),i,i
CCCN(Cc1ccccc1)C(=S)Nc1ccc(OCC)cc1,i,i
CC(C)NC(=O)CN1C(=O)NC(CCc2ccccc2)C1=O (stereo not given),i,i
Cc1nc(-c2ccc(Cl)cc2)sc1C(=O)NN,i,i

Screening data from PubChem BioAssay.
